PrPC surface inh: inhibitors of human cell surface prion protein PrPC, primary screen, cell-based, TR-FRET | TR-FRET read-out | Major prion protein (Homo sapiens), P04156 | actives 0.43% (n = 370,000) | inhibition, % at 13.8 µM | AID 720596, 2013; in the data active means inhibition above about 24%; further: 0% = median of the test wells and 100% = reference compound wells
Anthrax LF prot: Bacillus anthracis LF protease inhibitors, primary screen, biochemical, multiplex microsphere, MLPCN library; Lethal factor (Bacillus anthracis), P15917; actives 0.12% (n = 360,000); inhibition, % at 10 µM; AID 588501, 2011; multiplex microsphere protease cleavage assay; further: plate controls were buffer without enzyme for full effect and enzyme alone for no effect
Target sequence (P15917 whole entry, looked up): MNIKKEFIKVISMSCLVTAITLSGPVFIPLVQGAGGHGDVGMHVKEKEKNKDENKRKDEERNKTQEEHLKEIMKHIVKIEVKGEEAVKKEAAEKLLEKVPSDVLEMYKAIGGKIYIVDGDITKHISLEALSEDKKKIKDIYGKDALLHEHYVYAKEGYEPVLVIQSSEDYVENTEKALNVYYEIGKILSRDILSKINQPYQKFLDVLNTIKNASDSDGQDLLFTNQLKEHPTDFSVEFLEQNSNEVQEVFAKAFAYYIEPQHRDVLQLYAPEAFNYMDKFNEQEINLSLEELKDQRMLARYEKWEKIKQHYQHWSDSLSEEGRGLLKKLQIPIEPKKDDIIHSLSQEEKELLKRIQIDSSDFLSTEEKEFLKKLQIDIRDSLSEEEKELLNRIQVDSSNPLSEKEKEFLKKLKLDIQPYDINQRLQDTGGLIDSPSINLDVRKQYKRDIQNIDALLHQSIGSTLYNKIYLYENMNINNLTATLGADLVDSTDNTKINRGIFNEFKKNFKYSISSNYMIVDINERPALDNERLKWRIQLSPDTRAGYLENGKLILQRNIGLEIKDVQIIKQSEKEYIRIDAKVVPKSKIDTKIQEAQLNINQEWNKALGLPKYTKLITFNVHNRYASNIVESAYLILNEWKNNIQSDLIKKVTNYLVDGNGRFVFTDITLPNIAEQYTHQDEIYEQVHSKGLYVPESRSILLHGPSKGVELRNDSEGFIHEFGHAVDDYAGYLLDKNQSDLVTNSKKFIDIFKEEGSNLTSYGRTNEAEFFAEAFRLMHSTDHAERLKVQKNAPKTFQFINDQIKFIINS
PfHsp40 yeast: rescue of yeast from PfHsp40 toxicity, primary screen, S. cerevisiae, ATP luminescence; S. cerevisiae expressing PfHsp40, growth rescue; growth rescue, % at 12.5 µM; actives 0.68% (n = 340,000); in the data active means growth rescue above about 28%, passing the limit was not always enough; inconclusive means no clear call, values can overlap the other calls;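 further: yeast W303a lacking pdr1 and pdr3 grown in galactose medium; growth measured after three days at 30 °C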
FadD28 FP inh: inhibitors of FadD28 bisubstrate probe binding, primary screen, biochemical, fluorescence polarization, single point; Mycobacterium tuberculosis FadD28 fatty-acid-AMP ligase; inhibition, % at 12.5 µM; actives 0.22% (n = 360,000); in the data active means inhibition above about 8.5%, passing the limit was not always enough; inconclusive means no clear call, values can overlap the other calls
Yp Topo-I inh: Yersinia pestis topoisomerase I inhibitors, primary screen, biochemical, cleavage product accumulation, plate reader, single point; DNA topoisomerase I (Yersinia pestis CO92); Y. pestis Topo-I cleavage product accumulation; activity, % at 10 µM; actives 0.064% (n = 360,000); AID 504884, 2011; in the data active means activity above about 50%, passing the limit was not always enough; inconclusive means no clear call, values can overlap the other calls; further: inactives centre near 2
BoNT-F LC inh: BoNT/F light chain protease inhibitors, primary screen, biochemical, flow cytometry, MLPCN library; actives 0.22% (n = 360,000); Botulinum neurotoxin type F light chain protease (Clostridium botulinum); inhibition, % at 10 µM; Multiplex microsphere protease cleavage assay; AID 588497, 2011; in the data active means inhibition above about 35%, passing the limit was not always enough; inconclusive means no clear call, values can overlap the other calls; further: plate controls were buffer without enzyme for full effect and enzyme alone for no effect
BoNT A protease: BoNT/A light chain protease inhibitors, primary screen, biochemical, flow cytometry, MLPCN library; multiplex microsphere protease substrate cleavage; AID 588499, 2011; Botulinum neurotoxin type A light chain protease (Clostridium botulinum A str. ATCC 3502); actives 0.17% (n = 360,000); inhibition, % at 10 µM; further: plate controls were buffer without enzyme for full effect and enzyme alone for no effect
TcdB GH inh: TcdB glycohydrolase inhibitors, primary screen, biochemical, single point, plate reader; TcdB glycohydrolase enzymatic assay; inhibition, % at 9.99 µM; actives 0.24% (n = 350,000); AID 652162, 2013; in the data active means inhibition above about 10%
CCHFV vOTU inh: CCHFV vOTU protease inhibitors, primary screen, biochemical, Pep-AMC substrate, fluorescence; Crimean-Congo hemorrhagic fever virus L polyprotein viral ovarian tumor (vOTU) protease …; inhibition, % at 11.5 µM; actives 0.55% (n = 370,000); AID 651958, 2012; in the data active means inhibition above about 30%; further: 0% = vehicle wells with enzyme and 100% = no enzyme wells
The depositor's hits bear a star; ? = inconclusive; . = no result given; & = joins results of further samples. Unless noted, no stated cut-off is given here; in the data, active means inhibition above about 30%; inconclusive means no clear call, values can overlap the other calls; inactive means below that.

SMILES	BoNT-F LC inh	Anthrax LF prot	PrPC surface inh	CCHFV vOTU inh	Yp Topo-I inh	BoNT A protease	PfHsp40 yeast	TcdB GH inh	FadD28 FP inh
NC(=O)c1c(NC(=O)c2ccccc2)sc2c1CCC2	-119	-9	-2	-9	-7	-22	?	-2.7	-3.6
COc1ccccc1NC(=O)Nc1nc(CC(=O)N2CCN(c3ccc(F)cc3)CC2)cs1	-10	0	12	6	-12	-4.3	2.1	-0.2	-3.9
O=C(COC(=O)CCS(=O)(=O)c1ccc(Cl)cc1)NC1CCCCC1	0	0	1	1	7	0.8	-0.2	.	0.1
Cn1cnnc1SCC(=O)N1N=C(c2ccc(Cl)cc2)CC1c1ccco1 (stereo not given)	-4	-4	-4	2	0	0.1	0.9	0.0	-3.5
O=S(=O)(NCc1ccccc1)NCc1ccc(Cl)cc1Cl	18	-4	-3	-7	12	0.0	0.4	-0.3	-1.1
Cc1cc(O)cc(=O)n1C	-8	-7	0	1	6	-0.6	-1.0	1.1	-3.8
O=C(NCC1CCCO1)C1CC(c2ccccc2Cl)=NO1 (stereo not given)	1	1	-1	-5	2	0.9	0.9	.	-0.1
C=CCn1c2ccccc2c(=O)c2cc(C#Cc3cc(OC)cc(OC)c3)ccc21	-2	20	1	-4	0	16	0.4	1.0	-1.4
N#CCC(=O)N/N=C/c1cn(Cc2cccc3ccccc23)c2ccccc12	.	.	12	-14	15	.	0.2	1.0	-1.3
O=C(Cc1ccccc1)NCc1cccnc1	-6	-3	2	-13	2	0.3	0.8	0.1	-0.6
COc1ccc(CCNC(=O)CN2C(=O)NC(CCSC)C2=O)cc1 (stereo not given)	-5	3	-1	1	1	0.3	-1.4	2.1	-1.1
O=S1(=O)N[C@@H](Cc2ccccc2)COc2cccc(N3CCSCC3)c21	1	3	6	2	.	-0.5	.	1.1	.
COc1ccc(CNCCCNCc2ccc(OC)c(OC)c2)cc1OC	-18	-8	-1	6	3	0.5	-0.4	1.2	-5.1
CCOC(=O)c1c(-c2ccccc2)cn2ccccc12	1	-2	-5	-70	16	-0.6	-0.2	.	-3.9
Cc1cc(=O)n2nc(N3CCC(C(=O)NCc4ccccc4)CC3)sc2n1	4	-2	8	8	6	-1.2	0.0	1.1	-0.9
COc1ccc(CNc2oc(C)nc2C#N)cc1	-4	1	7	5	1	?	0.4	.	-3.5
COc1ccc(C(=O)Nc2nnc(S(=O)(=O)N3CCC(C)CC3)s2)cc1OC	.	.	3	15	4	.	1.1	-0.2	-1.6
CCc1cc(=O)oc2c(C)c(OC(C)C(=O)NCCCN3CCOCC3)ccc12 (stereo not given)	4	0	2	-4	-5	-1.0	0.6	0.1	0.5
Cc1nn(-c2ccccc2)nc1C(=O)Nc1cccc(C(=O)NC2CC2)c1	0	1	5	-2	31	0.0	.	0.7	-2.4
O=C(Nc1ccncc1)c1ccc(Cl)c(S(=O)(=O)N2CCc3ccccc32)c1	?	?	13	-7	4	?	0.2	0.9	-12
COc1ccc(CNC(=O)COC(=O)CCC(=O)c2cccs2)cc1	-2	-1	-3	7	-12	-0.2	-0.6	2.0	-2.3
Cc1c(C(=O)NCCCN2CCOCC2)sc2ncnc(N3CCN(c4ccccc4)CC3)c12	-6	-4	-3	9	15	-0.3	1.9	.	-0.8
CCOc1cc2c(cc1O)C(=NOC)CC1C2CCC2(C)C(O)CCC12 (stereo not given)	-9	-4	5	9	2	-0.2	0.1	0.7	-0.8
CC(Oc1cccc(Cl)c1)C(=O)Nc1ccc(S(=O)(=O)NC2=NCCCCC2)cc1 (stereo not given)	16	3	-4	8	24	4.6	-0.7	1.5	-1.9
COc1ccc(N(CC(=O)N2CCN(Cc3ccc4c(c3)OCO4)CC2)S(C)(=O)=O)cc1OC	0	-1	3	16	1	-0.1	-0.6	.	-1.3
CCCc1nc2c(o1)CC(CC(C)SCC)CC2=O (stereo not given)	-10	-3	2	-2	-2	-1.3	-1.6	.	-2.0
O=C(NNC(=O)c1ccccc1F)c1ccc(-c2ccccc2Cl)o1	-6	1	0	8	7	-0.5	.	0.2	-1.4
CCOC(=O)Cc1c(C)nc2c(-c3cccc(Br)c3)cnn2c1C	-5	-1	6	-2	13	0.0	-2.1	-0.3	0.3
CCSc1nc2ccc(OC)cc2cc1C#N	11	-5	8	7	7	4.7	0.0	.	-0.4
CCN(CC)CC#CCOC(c1ccccc1)c1ccccc1	-4	0	4	5	27	-0.4	-1.6	0.4	-2.2
CC(C)Cn1c(N)c(C(=O)COC(=O)/C=C/c2ccccc2)c(=O)n(C)c1=O	10	-2	4	11	11	1.2	1.8	0.6	-2.6
Cc1ccc(S(=O)(=O)N2CCOCC2)cc1C(=O)NC1CCCCC1	-1	2	3	7	4	1.4	-2.4	.	-2.1
COc1ccc(NC(=O)CN(C)CC(=O)Nc2ccc(C)c(S(=O)(=O)N3CCCCC3)c2)cc1	3	6	7	-2	21	-1.6	0.6	2.2	-0.3
Cc1cc(C)cc(C(=O)N2CCCCC2)c1	-17	-6	7	-7	0	-0.6	-0.2	0.8	-1.8
Cc1cc(C)nc(N2CCCC(C(=O)Nc3ccc4nc(C)c(C)nc4c3)C2)n1 (stereo not given)	-8	1	-3	-12	9	0.1	-0.1	.	-0.5
CCN1CCN(C(=O)Nc2cccc3ccccc23)CC1	-3	2	4	-13	2	-0.4	-0.2	.	-2.6
Cn1c(N)c(C(=O)CSc2nnc(-c3c[nH]c4ccccc34)n2C2CC2)c(=O)[nH]c1=O	?	5	5	1	13	3.3	0.6	0.6	-2.3
CC(=O)c1c(C)[nH]c(C(=O)CSc2nc3ccccc3c(=O)n2CCCN2CCOCC2)c1C	-2	-8	-5	4	4	0.2	-0.1	.	-5.1
Clc1ccc(-c2nc(NCCN3CCOCC3)c3ccccc3n2)cc1	-6	-5	-4	4	-4	0.0	1.6	.	-3.2
CSCC(=O)N1CCC(n2nccc2NC(=O)CCc2ccccc2)CC1	-3	-2	-6	8	1	1.0	0.8	0.4	-2.6
NC(=O)C1CCN(C(=O)c2cc3n(n2)C(C(F)(F)F)CC(c2ccco2)N3)CC1 (stereo not given)	-15	-2	2	-10	6	-0.7	-0.7	1.3	-0.1
CCOC(=O)Cn1c(=NC(=O)c2sc3ccccc3c2Cl)sc2cc(S(N)(=O)=O)ccc21	5	0	-3	-7	46	0.6	-0.4	.	-4.7
CN(c1ccc(F)cc1)S(=O)(=O)c1ccc(Cl)c(C(=O)NCC2CCCO2)c1 (stereo not given)	-13	0	0	-11	11	-6.7	-1.3	1.5	-0.8
Cc1ccccc1-c1cc2nc(NCCOc3ccccc3)n(C)c(=O)c2s1	-7	2	2	0	-10	0.1	.	1.6	-3.4
CC1CN(c2ccc([N+](=O)[O-])cc2C(=O)N2CCOCC2)CC(C)N1 (stereo not given)	-2	-2	-4	17	1	-0.5	0.0	.	-1.5
COc1ccc(N(C)S(=O)(=O)c2ccc3c(c2)CCN3C(=O)C2CC2)c(OC)c1	3	3	1	22	7	1.1	?	1.8	-0.7
O=C(O)CC(c1cccc2ccccc12)N1Cc2ccccc2C1=O (stereo not given)	18	-4	8	-2	3	0.5	0.4	-1.5	-2.1
CC(=O)N1CCc2c(sc(NC(=O)C3CCCN3S(=O)(=O)c3cccs3)c2C#N)C1 (stereo not given)	?	3	-10	7	-2	?	0.2	2.3	-0.2
Cc1nn(C)cc1C1Nc2ccccc2C(=O)N1O (stereo not given)	0	0	0	-3	-6	0.5	-0.3	.	-1.6
Cc1ccnc(NS(=O)(=O)c2ccc(NC(=O)c3ccc(C)o3)cc2)n1	8	-3	-3	6	-6	-0.3	0.2	.	0.1
O=C(Cc1cccs1)N1CCC(c2nc3c(nnn3Cc3ccccc3Cl)c(=O)[nH]2)CC1	6	0	8	1	6	3.7	1.6	.	-0.9
CCC(=O)c1ccc(OCCN2CCOCC2)cc1	.	.	2	10	0	.	-1.3	.	1.5
CC(=O)n1c2ccccc2c2ccccc21	-12	-1	-6	11	11	-1.1	0.7	.	-0.5
CN(Cc1ccccc1)C(=O)COC(=O)c1c[nH]c2ccccc12	-2	0	2	16	-3	0.4	.	0.0	-0.9
CCC(c1nnc(SCC(=O)Nc2cc(S(C)(=O)=O)ccc2Cl)n1Cc1ccccc1)N(C)C (stereo not given)	-2	-1	-2	9	0	0.4	1.4	2.8	0.0
Cc1ccc(Nc2nc(=O)c3cccnc3s2)cc1	-9	-3	5	18	-3	-1.6	2.3	.	-0.4
COC(=O)C1=C(c2ccccc2OCc2ccccc2)C[C@@H]2CC[C@H]1N2C(=O)NC1CCN(Cc2ccccc2)CC1	1	-2	-3	5	0	0.8	1.4	-1.5	-2.9
O=C(CCc1nnc2ccc(NCc3ccco3)nn12)Nc1ccc(F)cc1	-3	-3	5	14	-9	0.0	0.7	1.1	-5.1
CN1CCC(=O)N([C@H](CO)c2ccccc2)CC1	4	-1	5	19	10	0.0	0.1	-2.2	0.1
COc1ccccc1NC(=O)COC(=O)c1ccc(N2CCCC2=O)cc1	2	-1	4	4	3	1.4	-0.2	-0.2	-2.9

Random excerpt: 2 records from the list, in no set order.
SMILES	BoNT-F LC inh	Anthrax LF prot	PrPC surface inh	CCHFV vOTU inh	Yp Topo-I inh	BoNT A protease	PfHsp40 yeast	TcdB GH inh	FadD28 FP inh
O=C(NCC1CCCO1)C1CC(c2ccccc2Cl)=NO1 (stereo not given)	1	1	-1	-5	2	0.9	0.9	.	-0.1
NC(=O)c1c(NC(=O)c2ccccc2)sc2c1CCC2	-119	-9	-2	-9	-7	-22	?	-2.7	-3.6

Later entries
SMILES	BoNT-F LC inh	Anthrax LF prot	PrPC surface inh	CCHFV vOTU inh	Yp Topo-I inh	BoNT A protease	PfHsp40 yeast	TcdB GH inh	FadD28 FP inh
COC(=O)COc1ccc(NC(=O)Cn2nc(-c3ccccc3)c3ccccc3c2=O)cc1	-4	-3	0	-1	15	0.1	-0.6	1.6	-0.4
Cc1cccc(NC(=O)CN2CCN(CC(=O)NCc3ccc(Cl)cc3Cl)CC2)c1C	-2	0	5	-8	26	-2.3	-1.3	2.1	-2.2
Cc1cnc(NC(=O)COc2ccccc2)s1	-9	-7	3	-5	-12	-2.0	1.3	.	-0.1
O=C(NCc1ccc2c(c1)OCO2)Nc1ccc(F)cc1	3	6	8	0	-2	-0.4	0.1	0.7	.
CCOC1CCCCC1NS(=O)(=O)c1ccc(Cl)cc1 (stereo not given)	2	-2	8	0	0	-0.1	-1.7	0.6	-1.5
Cc1cccc(N2CCN(C(=O)NC3CCCCC3)CC2)c1C	17	11	6	-5	18	0.5	1.2	-1.5	-0.2
COc1ccc(NC(=O)N(C)C[C@H]2Oc3ccc(NC(=O)C4CC4)cc3CC(=O)N([C@@H](C)CO)C[C@@H]2C)cc1	-3	-5	2	-1	-8	-0.3	-0.3	-0.9&1.3	-1.5
Cc1ccc(CN(C)CC(=O)Nc2ccc3c(c2)CCC3)cc1	-6	-4	1	2	30	-0.6	-2.2	2.4	-4.4
COc1ccc(CN2CCN(Cc3cccc(Oc4ccccc4)c3)CC2)c(OC)c1OC	-4	-1	-4	-4	-1	0.8	-0.3	2.4	.
CC(C)C(C)NC(=O)COC(=O)/C=C/c1ccc(S(=O)(=O)N2CCc3ccccc32)cc1 (stereo not given)	3	5	5	-9	11	0.7	-0.5	1.8	-1.4

Assay outcomes as filed in PubChem.

An unsorted share of the library, and some 2.3% of all compounds hit somewhere here.
